# Bioassay records as filed in PubChem BioAssay.
# Cdc42 wt: changes GTP binding to wildtype human Cdc42. percent activity (GTP binding), % at 10 µM. actives 0.2% (n = 190,000). GST-Cdc42 beads, Bodipy-GTP binding, flow cytometry; actives lie on both sides;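 active = percent activity GTP binding at least 20 points away from the 100% baseline, either down as inhibitor or up as activator; inconclusive = compound flagged as likely green fluorescent from well-wide comparison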;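 also: median bead fluorescence of bound Bodipy-FL-GTP at 100 nM; 0% = excess unlabeled GTP control and 100% = no compound control; below 100% means less GTP binding so inhibitor and above means activator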
# Target sequence (P60953 whole entry, looked up): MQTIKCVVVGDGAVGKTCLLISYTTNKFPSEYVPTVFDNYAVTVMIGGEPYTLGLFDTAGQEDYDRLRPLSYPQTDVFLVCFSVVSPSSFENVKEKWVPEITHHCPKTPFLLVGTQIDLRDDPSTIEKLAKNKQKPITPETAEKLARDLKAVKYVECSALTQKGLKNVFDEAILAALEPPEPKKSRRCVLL
# Rac1 wt GTP bind: human Rac1 wildtype GTP binding, inhibitors and activators. actives 0.27% (n = 190,000). GST-Rac1 beads, fluorescent GTP binding, flow cytometry; actives lie on both sides; 0 = cold GTP competed, 100 = untreated. GTP binding activity (% of control), % at 10 µM. P63000;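 active = GTP binding activity at least 20 points away from the 100% control level, either lower or higher; inconclusive = compound flagged as likely green fluorescent, judged across all proteins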
# Rac1 act GTP bind: alters GTP binding to activated mutant human Rac1. P63000. percent activity (GTP binding), % at 10 µM. actives 0.11% (n = 190,000). GST-Rac1 activated beads, fluorescent GTP binding, flow cytometry; actives lie on both sides; 100% means binding = to untreated wells;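 active = GTP binding at least 20 percentage points away from the 100% baseline, in either direction, so actives lie on both sides; inconclusive = Compound likely fluorescent itself, or too few beads counted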
# ABCG2 inh: blocks JC-1 efflux by human ABCG2 transporter; AID 1325; IgMXP3 cells, flow cytometry; actives 0.1% (n = 190,000); inhibition, % at 6.6 µM;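 active = inhibition above 80%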;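 also: 0% = DMSO and 100% = nicardipine control wells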
# Target sequence (Q9UNQ0 whole entry, looked up): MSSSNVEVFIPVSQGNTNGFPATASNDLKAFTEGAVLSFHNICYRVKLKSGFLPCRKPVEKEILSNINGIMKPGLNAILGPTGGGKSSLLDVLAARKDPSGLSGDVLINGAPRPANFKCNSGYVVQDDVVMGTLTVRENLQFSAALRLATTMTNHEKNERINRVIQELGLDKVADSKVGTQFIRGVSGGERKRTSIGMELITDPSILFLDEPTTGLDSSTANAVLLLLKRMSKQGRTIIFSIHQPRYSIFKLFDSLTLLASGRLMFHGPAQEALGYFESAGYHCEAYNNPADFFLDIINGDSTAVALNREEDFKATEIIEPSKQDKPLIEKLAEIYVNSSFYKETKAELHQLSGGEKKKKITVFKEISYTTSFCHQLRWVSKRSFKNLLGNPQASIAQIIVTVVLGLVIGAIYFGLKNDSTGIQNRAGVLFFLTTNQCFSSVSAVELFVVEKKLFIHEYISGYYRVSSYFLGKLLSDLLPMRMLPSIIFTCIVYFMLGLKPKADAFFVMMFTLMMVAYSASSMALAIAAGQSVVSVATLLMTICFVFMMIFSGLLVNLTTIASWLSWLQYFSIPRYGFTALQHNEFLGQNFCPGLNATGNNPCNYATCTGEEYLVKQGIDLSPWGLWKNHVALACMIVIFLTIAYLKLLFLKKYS
#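 test system = two drug-resistant human cell lines, ABCG2 and ABCB1 | amount = 3 million cells/mL final, two lines in 1:1 ratio | reagent = JC-1 transporter substrate | doses = one concentration, 6.6 µM final | incubation = 10 min at 25 °C | signal = flow cytometric JC-1 green MFI at 530 nm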
# Pf gamet viab: kills late stage P. falciparum gametocytes | P. falciparum stage V gametocytes, ATP luminescence, 24 h | inhibition, % at 10.9 µM | actives 0.065% (n = 150,000) | AID 743093;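 active = inhibition above the mean plus 3 SD of compounds within the control limits, set per campaign, cut at about 38% in these data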;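 also: 0% = DMSO wells and 100% = medium only without gametocytes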
# HRas wt GTP bind: changes GTP binding to wildtype human HRas; P01112; GST-Ras wt beads, Bodipy-FL-GTP binding, flow cytometry; actives lie on both sides; GTP binding activity, % at 10 µM; actives 0.14% (n = 190,000); AID 759;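 active = GTP binding activity at least 20% away from the 100% baseline, either lowered as inhibitor or raised as activator; inconclusive = flagged as likely green fluorescent, judged across all proteins in the well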;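 also: 0% = unlabeled GTP competition control and 100% = no-compound control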
# Target sequence (P01112 whole entry, looked up): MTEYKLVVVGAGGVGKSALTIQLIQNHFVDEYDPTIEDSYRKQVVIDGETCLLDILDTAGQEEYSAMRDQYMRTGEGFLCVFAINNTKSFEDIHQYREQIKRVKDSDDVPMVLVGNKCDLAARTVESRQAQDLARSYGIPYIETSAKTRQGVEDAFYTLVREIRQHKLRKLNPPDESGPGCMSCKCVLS
# Rab7 wt GTP bind: alters GTP binding to wildtype dog Rab7. GST-Rab7 beads, fluorescent GTP binding, flow cytometry; actives lie on both sides; untreated = 100%, excess cold GTP = 0%. GTP binding activity (percent of control), % at 10 µM. actives 0.055% (n = 190,000). AID 758;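 active = fluorescent GTP binding to Rab7 beads changed by at least 20 points from the 100% baseline, either direction, mostly lower; inconclusive = compound itself probably fluorescent, or too few beads counted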;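 also: median green fluorescence of bound Bodipy-FL-GTP per Rab7 bead population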
# GSH fluor: compound fluoresces at 488/530 nm on GSH beads; GSH beads flow cytometry, compound fluorescence 488/530 nm; stronger effect = higher value; fluorescence (KMESF) at 10 µM; actives 0.25% (n = 190,000); AID 1776; in the data active = fluorescence above about 89;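 also: glutathione beads carrying GST-tagged Bcl family fusion proteins plus one bare bead set; values are compound well signal with DMSO vehicle wells as background; inactives centre near 16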
# Avidin bead fluor: compound fluoresces at 488/530 nm on avidin beads; compound fluorescence 488/530 nm, flow cytometry; stronger effect = higher value; fluorescence (KMESF) at 10 µM; actives 0.38% (n = 220,000); in the data active = fluorescence above about 47; also: inactives centre near 10
# ABCB1 block: blocks JC-1 efflux by human ABCB1 transporter | P08183 | CCRF-Adr cells, flow cytometry | inhibition, % at 6.6 µM | actives 0.067% (n = 190,000); in the data active = inhibition above about 40%;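 also: 0% = vehicle and 100% = reference inhibitor; higher value means more JC-1 retained so stronger ABCB1 efflux block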
# Rab2A wt mod: changes GTP binding to wildtype dog Rab2A, up or down; P61105; GTP binding activity, % at 10 µM; AID 760; actives 0.19% (n = 190,000); GST-Rab2 wt beads, Bodipy-GTP binding, flow cytometry;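 active = GTP binding activity at least 20 points away from 100%, either lowered or raised; inconclusive = signal likely due to the compound's own green fluorescence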;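 also: 0% = beads with excess unlabeled GTP and 100% = no-compound control corrected for plate trend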
# The depositor's hits bear a star; ? = inconclusive; . = no result given.
SMILES,Cdc42 wt,Rac1 wt GTP bind,Rac1 act GTP bind,ABCG2 inh,Pf gamet viab,HRas wt GTP bind,Rab7 wt GTP bind,GSH fluor,Avidin bead fluor,ABCB1 block,Rab2A wt mod
COc1ccc(S(=O)(=O)N2CCCN(CC(=O)Nc3ccc(OC)c(Cl)c3)CC2)cc1,103,101,100,14,.,102,95,17,14,2.8,101
COc1cc(C)nc(N2CCCC(C(=O)Nc3ccccc3Br)C2)n1 (stereo not drawn),95,101,96,3,-8,98,101,22,11,0.3,97
COC(=O)c1ccc(Cn2cc(Cl)cn2)cc1,99,98,102,1,.,101,101,8,18,0.2,101
O=C(Nc1ccc(F)c([N+](=O)[O-])c1)c1ccc2c(c1)OCCO2,98,106,98,12,11,103,109,18,10,-0.2,103
CCC(c1nnnn1Cc1ccc2c(c1)OCO2)N1CCN(c2ccccc2)CC1 (stereo not drawn),99,106,98,7,.,101,102,30,13,1.7,99
CC(=O)c1ccccc1N(C(=O)c1ccco1)C(C(=O)NC1CCCC1)c1ccc(N2CCOCC2)cc1 (stereo not drawn),97,98,98,1,-11,96,97,17,9,0.1,97
C/C(=N\OCC(=O)Nn1c(=O)[nH]c2ccccc2c1=O)c1cccs1,95,97,94,1,.,94,91,12,11,0.6,93
O=C(Nc1ccc2nc(-c3ccco3)[nH]c2c1)c1ccco1,89,88,88,4,7,87,98,54,7,0.3,88
CC(C)n1cc(C(=O)c2ccccc2O)cc(C#N)c1=O,91,91,93,2,18,96,102,10,11,0.8,98
COC(=O)[C@@H]1C[C@H]1[C@@H](NC(=O)c1ccccc1)c1ccccc1,101,101,96,-3,22,99,97,18,7,1.0,96
O=S(=O)(c1ccccc1)N1CCCC1c1nc2ccccc2s1 (stereo not drawn),105,104,101,1,.,102,94,29,15,0.3,103
CC(C)CC(=O)Nc1ccccc1N1CCOCC1,105,108,102,0,.,103,103,61,12,0.0,101
O=C(COC(=O)Cc1ccccc1[N+](=O)[O-])NCc1ccc(F)cc1,100,95,96,10,.,97,100,14,7,0.7,96
Cc1sc2ncn(CC(=O)NCC3COc4ccccc4O3)c(=O)c2c1S(=O)(=O)N1CCOCC1 (stereo not drawn),95,99,96,-4,-12,96,104,9,7,-1.7,99
O=C(CCN1CCc2ccccc2C1)Nc1ccccc1,101,102,99,0,.,101,101,16,7,0.0,101
COc1ccc(-n2ncc3c(N4CCN(c5cc(C)ccc5C)CC4)ncnc32)cc1,102,104,96,3,.,104,101,19,6,1.3,100
Cc1cccc2sc(N(CCN(C)C)C(=O)/C=C/c3cccs3)nc12,?,?,?,23,.,?,?,19,10,9.4,?
COc1ccccc1NC(=S)NNC(=S)Nc1ccc(OC(F)F)cc1,101,102,99,-2,8,100,99,12,11,-0.8,100
COc1ccccc1NS(=O)(=O)c1cc(NC(=O)CCC2CCCC2)ccc1N1CCOCC1,96,95,97,7,-11,99,95,15,12,2.3,96
COc1ccccc1NC(=O)CCSCCC(=O)Nc1ccccc1OC,100,100,100,-2,-7,100,99,7,2,0.4,99
CC(=O)N(C(C)=O)c1c(N2CCCC2)c2ccccc2oc1=O,97,104,97,1,7,97,104,10,10,0.1,101
CCNS(=O)(=O)c1ccc(NC(=S)NCC2CCCO2)cc1 (stereo not drawn),102,101,98,0,-21,99,96,23,9,-0.2,96
CCOC(=O)C1=C(CC)OC(N)=C(C#N)C1c1ccc(OC)c(C)c1OC (stereo not drawn),100,102,98,7,.,99,100,26,5,1.8,99
COc1ccc(CCNC(=O)CSc2nc(N)cc(=O)[nH]2)cc1OC,101,106,93,6,0,101,104,18,11,0.8,102
Cc1ccc(SCCNC(=S)Nc2cc(C)cc(C)c2)cc1,100,98,96,0,.,102,103,9,12,0.0,102
CCC(=O)Nc1ccc(Cl)c(NC(=S)NC(=O)c2cc3ccccc3o2)c1,104,105,100,1,20,101,101,12,15,0.1,102
Cc1ccn(C(=O)c2cc3ccccc3oc2=O)n1,102,99,96,2,.,101,99,4,15,0.6,100
CN1CCN(S(=O)(=O)c2ccc(N3CCc4ccccc4C3)nc2)CC1,93,96,94,0,2,97,96,26,10,0.5,95
FC(F)(F)c1cnc2c(-c3ccc(Cl)cc3Cl)noc2c1,99,99,98,1,.,101,101,8,13,0.0,100
CCc1c(C(=O)Nc2ncn(Cc3cccc(C)c3)n2)csc1C,102,105,99,12,.,102,104,24,30,1.5,101
Cc1ccc(Nc2c([N+](=O)[O-])c(=O)oc3ccccc23)cc1C,94,101,94,2,-5,96,95,12,11,0.4,96
Nc1nc2n(n1)C(c1ccc(Cl)cc1)CC(c1ccc(F)cc1)N2 (stereo not drawn),105,105,99,-1,.,103,101,19,9,-2.0,104
CN(CC(=O)NC1CCCc2ccccc21)C1CCCCC1 (stereo not drawn),98,100,95,-1,.,97,95,25,12,0.5,96
Cc1cc(NC(=O)CSc2nc(C(C)C)nc3c2c(=O)n(C)c(=O)n3C)no1,103,103,98,2,.,102,104,18,7,0.0,99
Cc1ccccc1C(=O)Nc1ccc(S(=O)(=O)N2CCN(C)CC2)cc1,99,97,95,4,.,97,98,26,12,1.0,96
O=C(NC1(C(F)(F)F)C(=O)Nc2c1c(=O)[nH]c(=O)n2Cc1ccccc1)c1ccco1 (stereo not drawn),104,99,97,1,-8,101,97,16,10,0.3,103
C/C(N)=C(/C#N)C(=O)COc1ccc(Cl)cc1Cl,97,99,97,0,-5,96,97,15,27,-0.3,98
Fc1cccc(CSc2ccc(-c3ccc4c(c3)OCO4)nn2)c1,98,96,95,4,-14,92,97,19,7,-0.1,94
Cc1cccc(CN2CCN(CCCc3ccccc3)CC2)c1,99,104,100,1,.,99,100,25,10,0.1,99
COC(=O)c1cc2occc2n1Cc1nc(-c2ccccc2C)oc1C,102,103,98,11,.,100,95,16,6,1.7,102
COc1ccc(OC2C(=O)N(c3ccc(F)cc3)C2c2ccc(OC)c(OC)c2)cc1 (stereo not drawn),104,100,99,15,-5,101,94,18,9,2.9,102
CC(C)CC(NC(N)=O)C(=O)NCCc1ccc(Cl)cc1Cl (stereo not drawn),96,97,95,1,18,99,106,14,8,0.6,100
COc1ccc(S(=O)(=O)Cc2ccc(C(=O)NCc3cccnc3)o2)cc1,107,107,102,0,.,101,96,24,6,0.0,100
O=C1N=C(N2CCOCC2)S/C1=C/c1ccc(-c2ccccc2Cl)o1,99,97,96,1,7,98,97,12,35,0.5,97
CC(C)(C)c1ccc(OCc2cnc(Cl)s2)cc1,96,100,97,-3,.,99,102,22,8,-0.7,97
C=CCOc1ccccc1CNc1ccc2[nH]c(=O)[nH]c2c1,97,99,96,1,-22,101,105,19,10,0.4,99
C/C(CC(=O)Nc1ccccn1)=N\NC(=O)C(=O)Nc1cccc(C)c1,101,101,98,5,.,102,102,16,8,0.6,102
COc1ccc(/C=N/N=C2\SC(CC(=O)O)C(=O)N2c2ccccc2)c(OC)c1 (stereo not drawn),98,98,101,0,-10,101,100,10,4,0.0,100
CC(NC(=O)COC(=O)C1CSC2(C)CCC(=O)N12)C12CC3CC(CC(C3)C1)C2 (stereo not drawn),96,99,98,5,-16,100,106,16,9,1.1,99
O=C(O)C(=O)Cc1c[nH]c2ccccc12,99,104,97,-1,.,98,99,17,4,-0.3,96
[O-]/C(=C(\C(=S)Nc1ccc(SC(F)F)cc1)[n+]1cccc(CO)c1)c1ccc(Cl)s1,93,94,93,-1,0,91,95,15,8,0.1,95
O=C(Nc1nnc(CSCc2ccc(F)cc2)s1)c1cccc([N+](=O)[O-])c1,94,96,94,4,.,94,95,11,8,0.4,97
Oc1ccc(-c2nnc(-c3ccc(O)cc3)nn2)cc1,97,91,96,1,3,97,99,13,14,0.1,95
O=C(O)CCN1C(=O)C(=C2CCCCCC2)SC1=S,97,100,96,9,.,101,99,7,13,1.6,101
COc1cc(NC(=O)c2ccco2)c(OC)cc1NC(=O)CCC(=O)Nc1cc(C)ccc1C,95,96,98,6,10,92,89,13,31,2.0,90
Cc1ccc(-c2nnc(N3CCOCC3)c3ccccc23)cc1S(=O)(=O)NCC1CCCO1 (stereo not drawn),97,97,96,6,.,98,97,52,12,1.9,97
COc1ccc(-c2nc3ccccc3c(=O)n2CCCN2CCOCC2)cc1,99,105,96,4,-10,100,99,44,11,0.4,98
O=C(O)C1C2C=CC(C2)C1C(=O)NCCc1ccncc1 (stereo not drawn),100,105,98,1,.,101,99,49,7,0.4,98
O=C(CN1C(=O)C2C3C=CC(C3)C2C1=O)N1CC(=O)N(CCc2ccccc2)C(=O)C1 (stereo not drawn),103,108,99,0,-9,101,99,43,3,0.1,101
CCCCC(Sc1nc(N)c(NC(=O)c2ccc(OCC)cc2)c(=O)[nH]1)C(=O)O (stereo not drawn),93,94,92,1,18,97,104,13,8,0.7,97

# Entries shown so far that contain a cyano group:
SMILES,Cdc42 wt,Rac1 wt GTP bind,Rac1 act GTP bind,ABCG2 inh,Pf gamet viab,HRas wt GTP bind,Rab7 wt GTP bind,GSH fluor,Avidin bead fluor,ABCB1 block,Rab2A wt mod
CC(C)n1cc(C(=O)c2ccccc2O)cc(C#N)c1=O,91,91,93,2,18,96,102,10,11,0.8,98
CCOC(=O)C1=C(CC)OC(N)=C(C#N)C1c1ccc(OC)c(C)c1OC (stereo not drawn),100,102,98,7,.,99,100,26,5,1.8,99
C/C(N)=C(/C#N)C(=O)COc1ccc(Cl)cc1Cl,97,99,97,0,-5,96,97,15,27,-0.3,98

# Going on with the list.
SMILES,Cdc42 wt,Rac1 wt GTP bind,Rac1 act GTP bind,ABCG2 inh,Pf gamet viab,HRas wt GTP bind,Rab7 wt GTP bind,GSH fluor,Avidin bead fluor,ABCB1 block,Rab2A wt mod
COc1ccc(-n2c(SCC(=O)Nc3ccc4c(c3)OCO4)nc3ccccc3c2=O)cc1,104,105,100,5,-3,103,101,28,17,4.2,102
O=C(NCc1cccnc1)c1cccn1-c1ncc(C(F)(F)F)cc1Cl,98,107,103,1,17,101,98,16,13,0.0,103
CCc1nnc(NC(=O)CSc2nnc(Cc3ccccc3)n2Cc2ccccc2)s1,98,100,94,5,25,95,99,14,37,0.7,96
N#Cc1nc(COc2ccc(F)cc2)oc1N1CCN(Cc2ccccc2)CC1,97,99,100,3,7,98,96,41,16,0.8,100
CCOC(=O)CNC(=O)CSc1nnc(Cn2c(=O)sc3ccccc32)n1C,100,102,97,0,.,98,103,15,26,-0.1,97
Cc1ccc(Cn2ccc(NC(=O)c3cc(-c4cccc(Cl)c4)on3)n2)cc1,100,100,96,27,.,99,99,25,24,0.6,96
CCCCCCOc1ccc(N2C(=O)CC(N3CCC(C(=O)OCC)CC3)C2=O)cc1 (stereo not drawn),99,98,95,1,.,99,100,39,13,0.3,97
